# Assay outcomes from PubChem BioAssay.
# FAK inh = inhibitors of human focal adhesion kinase | Q05397 | biochemical FAK kinase activity assay | inhibition, %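 (tested at 7 µM)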 | 97,000 compounds, 0.84% hits | AID 727; in the data active = inhibition above about 19%;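 also: 0% = DMSO and 100% = reference compound high control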
# CD11b adhes inh = inhibitors of human CD11b/CD18 binding to fibrinogen; inhibition, % at 10 µM; K562 CD11b/CD18 adhesion to fibrinogen, ATPlite luminescence; Mn2+ added to activate the integrin; 93,000 compounds, 0.54% hits; AID 1497;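 active = primary inhibition of 50% or more at 10 µM, then 40% or more on retest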; also: some results filed as inactive read as strong as hits
# Mac1 fbg enh = enhancers of human CD11b/CD18 binding to fibrinogen | AID 1499 | activation, % at 10 µM | 93,000 compounds, 0.07% hits | K562 CD11b/CD18 adhesion to fibrinogen, ATPlite luminescence;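 active = 10 µM primary screen giving 50% or more activity, confirmed by 40% or more on retest at that dose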; also: strong numbers were not always called active
# ERa coact pot = ER-alpha (human) coactivator binding potentiation; AID 639; P03372; 86,000 compounds, 1.3% hits; TR-FRET ERalpha-LBD/SRC-Cy5 coactivator binding, 2 h; 100 = basal binding, no effect; coactivator binding (% of control), % at 25.6 µM; in the data active = activity above about 200%;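 also: binding measured in presence of low estradiol as agonist stimulus; 0% = peptide alone without receptor and 100% = receptor with peptide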
# Target sequence (P03372 whole entry, looked up, the tested form may be a part): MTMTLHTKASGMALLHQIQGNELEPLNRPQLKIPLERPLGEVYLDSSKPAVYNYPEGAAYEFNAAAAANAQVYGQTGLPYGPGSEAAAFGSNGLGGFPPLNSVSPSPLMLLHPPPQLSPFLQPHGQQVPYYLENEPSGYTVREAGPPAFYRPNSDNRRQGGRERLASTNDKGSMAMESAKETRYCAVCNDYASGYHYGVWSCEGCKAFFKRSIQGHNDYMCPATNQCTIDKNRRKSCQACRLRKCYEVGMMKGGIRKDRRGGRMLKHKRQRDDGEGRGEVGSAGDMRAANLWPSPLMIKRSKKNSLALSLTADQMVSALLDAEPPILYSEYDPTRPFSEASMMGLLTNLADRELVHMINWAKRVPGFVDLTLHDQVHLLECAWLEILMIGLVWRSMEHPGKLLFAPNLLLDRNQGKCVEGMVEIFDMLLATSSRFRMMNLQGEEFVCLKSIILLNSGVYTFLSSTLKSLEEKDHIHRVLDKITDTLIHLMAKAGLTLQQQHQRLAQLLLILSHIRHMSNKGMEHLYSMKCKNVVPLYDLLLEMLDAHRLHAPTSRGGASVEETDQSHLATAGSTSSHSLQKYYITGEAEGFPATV
# ERb coact inh = ER-beta (human) coactivator binding inhibition. TR-FRET ER-beta LBD / SRC1-Cy5 peptide binding; receptor agonist-loaded with 1 µM estradiol. inhibition, % at 25.6 µM. 86,000 compounds, 1.3% hits;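 active = compounds whose percent inhibition of the receptor-coactivator binding signal exceeds about 50% in the single-dose screen, limit read from the data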;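 also: 0% = receptor plus peptide wells without compound and 100% = peptide-only wells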
# PLK1 PBD inh = blocks phosphopeptide binding to human Plk1 polo box domain | P53350 | Plk1 PBD phosphopeptide binding, fluorescence polarization | inhibition, %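 (tested at about 20 µM)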 | 97,000 compounds, 0.13% hits; in the data active = inhibition above about 34%, passing the limit was not always enough
# ERa coact inh = blocks coactivator binding to human estrogen receptor alpha; AID 629; P03372; TR-FRET ER-alpha LBD / SRC-1 peptide, estradiol-bound; inhibition, % at 25.6 µM; 86,000 compounds, 1.7% hits; in the data active = inhibition above about 50%;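 also: 0% = receptor plus peptide control and 100% = peptide only without receptor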
# Rev-RRE block = inhibitors of HIV-1 Rev-RRE RNA interaction; P05866; Rev peptide-RRE RNA binding, FRET; inhibition, % at 8 µM; 97,000 compounds, 0.79% hits; AID 704;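 active = inhibition above the screen-wide mean plus 3 SD, cut at about 35% in these data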;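 also: 0% = median DMSO wells and 100% = median Neomycin B control wells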
# Target sequence (P05866 whole entry, looked up): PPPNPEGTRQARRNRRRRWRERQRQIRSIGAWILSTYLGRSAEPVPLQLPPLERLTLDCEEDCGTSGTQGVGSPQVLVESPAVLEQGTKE
#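 Assay system: Rev peptide and RRE RNA, both fluorescently labelled; times: 5 min preincubation and 15 min binding, 25 °C; detection: FRET, ex 480 nm, em 540 and 671 nm; read-out basis: % inhibition from 671/540 nm acceptor-to-donor ratio, scaled between controls; benchmarks: DMSO low control, neomycin B high control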
# PLK1 kinase inh = inhibitors of human PLK1 kinase | recombinant PLK1 kinase, TR-FRET peptide phosphorylation | inhibition, % at 10 µM | 97,000 compounds, 0.53% hits;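 active = inhibition of 50% or more in the single-concentration screen; inactive = inhibition below 50%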;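 also: 0% = DMSO max control and 100% = H-89 dihydrochloride min control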
# * hit, by the source's call; . = no result given; [ ] = another dose, or the depositor's remark.
molecule	FAK inh	CD11b adhes inh	Mac1 fbg enh	ERa coact pot	ERb coact inh	PLK1 PBD inh	ERa coact inh	Rev-RRE block	PLK1 kinase inh
CC(C)(Oc1ccc(Cl)cc1)C(=O)OCC(=O)Nc1ncc(Cl)cc1Cl	-5.8	.	.	88.8	-4.5	9.1	1.8	5.6	1.1
COCCn1c(C)cc(C(=O)CSc2n[nH]c(N)n2)c1C	0.9	7.7	-0.2	105.9	9.6[fluorescence artefact?]	-0.8	-6.3[fluorescence artefact?]	4.9	-5.2
COc1cc(C2c3c(oc4ccc(C)cc4c3=O)C(=O)N2c2cc(C)ccn2)cc(OC)c1OC (stereo not drawn)	.	-9.9	-2.3	120.6	-1.8[fluorescence artefact?]	.	-0.3	.	.
CCc1ccc(Nc2cc(C(=O)NCCCN3CCOCC3)c3ccccc3n2)cc1	-4.4	-3.1	-4.2	.	.	-17.4	.	7.8	-9.9
COc1cc(C(O)P(=O)(OC(C)C)c2ccc(N(C)C)cc2)cc(OC)c1OC (stereo not drawn)	-2.7	-4.9	-2.2	83.4	-2.2	-17.7	6.7	0.2	-5.1
Clc1ccc(Nc2ncnc3ccc(Br)cc23)cc1	14.3	25.8	-6.8	.	.	-3.5	.	0.5	-9.5
O=C(NCc1ccco1)C1(c2ccc(Br)cc2)CCCC1	-0.5	-44.5	3.1	92.2	-13.1	-6.2	12.6	10.2	17.0
CCC1(C)Cc2c(sc3c2c2ncnn2c2nnc(SCC(=O)NCc4ccco4)n32)CO1 (stereo not drawn)	.	-2.4	-3.8	97.2	14.6	.	11.1	.	.
O=S(=O)(c1ccc(N2CCN(c3ccc(F)cc3)CC2)cc1)N1CCCC1	-1.8	-2.9	-0.8	94.8	-11.6[fluorescence artefact?]	11.4	-4.2	0.2	-15.5
CCC(=O)N1CCCc2cc(S(=O)(=O)NCc3cccs3)ccc21	.	-6.5	-1.1	116.6	-0.6[fluorescence artefact?]	.	4.8[fluorescence artefact?]	.	.
CCOC(=O)c1ccccc1NC(=O)c1ccc(Cl)c(S(=O)(=O)N2CCOCC2)c1	1.0	.	.	129.7	11.0[fluorescence artefact?]	-12.2	2.6	4.4	-2.8
O=S(=O)(c1ccc(N2CCCC2c2nc3ccccc3s2)nc1)N1CCOCC1 (stereo not drawn)	4.3	-0.1	-3.3	87.5	9.3[fluorescence artefact?]	11.4	-0.3	-0.5	-15.1
O=c1c2[nH]c3ccc(F)cc3c2ncn1CCCn1ccnc1	-1.1	-13.2	2.8	124.7	-3.0	-15.2	-0.6	-2.0	-13.5
CCN(C(=O)c1cccnc1)c1ccccc1	-1.0	-2.7	2.4	105.6	-2.3	2.1	-11.8	3.2	-0.7
CC(=O)c1c(C)[nH]c(C(=O)OCC(=O)Nc2cc(C(F)(F)F)ccc2N2CCOCC2)c1C	-5.0	2.9	4.6	91.5[fluorescence artefact?]	0.8[fluorescence artefact?]	-0.1	8.2[fluorescence artefact?]	15.8	-0.1

# 3 structures already listed, ordered by length of the SMILES, highest first:
molecule	FAK inh	CD11b adhes inh	Mac1 fbg enh	ERa coact pot	ERb coact inh	PLK1 PBD inh	ERa coact inh	Rev-RRE block	PLK1 kinase inh
CCC1(C)Cc2c(sc3c2c2ncnn2c2nnc(SCC(=O)NCc4ccco4)n32)CO1 (stereo not drawn)	.	-2.4	-3.8	97.2	14.6	.	11.1	.	.
COCCn1c(C)cc(C(=O)CSc2n[nH]c(N)n2)c1C	0.9	7.7	-0.2	105.9	9.6[fluorescence artefact?]	-0.8	-6.3[fluorescence artefact?]	4.9	-5.2
O=C(NCc1ccco1)C1(c2ccc(Br)cc2)CCCC1	-0.5	-44.5	3.1	92.2	-13.1	-6.2	12.6	10.2	17.0

# Going on with the list:
molecule	FAK inh	CD11b adhes inh	Mac1 fbg enh	ERa coact pot	ERb coact inh	PLK1 PBD inh	ERa coact inh	Rev-RRE block	PLK1 kinase inh
COc1ccc(CCNc2oc(-c3ccc(OC)c(OC)c3)nc2C#N)cc1	2.7	-3.3	-0.2	117.3[fluorescence artefact?]	1.3	1.3	9.0	9.6	-17.1
Cc1cc(C(=O)CSc2nc3ccccc3n2CCC#N)c(C)n1Cc1cccs1	-0.5	-1.2	48.3	273.1*	19.8[fluorescence artefact?]	-13.7	6.8	3.8	-5.1
CCOC(=O)c1c(C)[nH]sc1=S	-16.2	-11.0	2.5	.	.	13.0	.	3.8	-10.5
CCOc1ccc(S(=O)(=O)n2cnc3cc(C)c(C)cc32)cc1	0.6	52.4	-4.6	77.8	5.0	-28.8	5.7	3.4	0.8
O=C(Cn1cc([N+](=O)[O-])cn1)Nc1nc2ccccc2s1	3.7	-6.9	3.3	.	.	23.5	.	1.3	30.2
CCCCc1[nH]c(=O)c(C#N)c2c1CSC(C)(C)C2	-1.5	9.9	0.5	100.4	-3.3	-16.6	-2.0	2.7	2.3
CC(=O)N(CC(=O)Nc1nn(-c2ccccc2)nc1C(N)=O)Cc1ccccc1	9.9	-5.0	-4.9	107.5	-6.6[fluorescence artefact?]	-15.4	-6.1[fluorescence artefact?]	5.6	-2.9
CCOC(=O)C1CCN(C(=O)Nc2ccc3c(c2)nc(C)n3C)CC1	-1.6	-2.7	0.7	108.8[fluorescence artefact?]	-19.9[fluorescence artefact?]	-24.9	-22.2	4.0	-14.3
COc1cc(NS(=O)(=O)c2ccc(N/C=C(\C#N)c3nc4cc(Cl)ccc4o3)cc2)nc(OC)n1	3.5	39.8	-2.3	.	.	-10.9	.	9.8	-13.3
COc1cc(OC)cc(-c2nc(-c3ccc(Br)cc3)no2)c1	-0.9	-4.8	5.3	127.7	11.3[fluorescence artefact?]	-14.1	1.2	8.5	-58.3
Cc1cccc(-c2nc3c(c(SCC(N)=O)n2)CCCC3)c1	0.6	.	.	97.2	2.1	2.4	3.5	2.1	-9.2
COc1cc(C2C(C#N)=C(N)Oc3cc(C)n(CC4CCCO4)c(=O)c32)cc2c1OCO2 (stereo not drawn)	-3.3	4.8	-4.7	111.7	-10.2	-19.2	-5.1	2.3	-12.0
CC1CCN(C(=O)CCCOc2cc(=O)n(C)c3ccccc23)CC1	6.8	-25.1	-2.4	.	.	17.2	.	6.3	-6.3
O=C(CCn1nnc2ccccc21)Nc1nnc(-c2ccccc2F)s1	-10.2	-2.7	31.3	248.2*	-0.8[fluorescence artefact?]	-9.0	9.9[fluorescence artefact?]	-1.3	-16.6
CC1CN(C(=O)N[C@@H](Cc2ccccc2)C(=O)O)CC(C)O1 (stereo partly drawn)	1.0	-2.4	0.3	108.9[fluorescence artefact?]	9.3[fluorescence artefact?]	-10.5	3.4	5.9	6.5

# Next section, overlapping the part above by three compounds.
molecule	FAK inh	CD11b adhes inh	Mac1 fbg enh	ERa coact pot	ERb coact inh	PLK1 PBD inh	ERa coact inh	Rev-RRE block	PLK1 kinase inh
CC1CCN(C(=O)CCCOc2cc(=O)n(C)c3ccccc23)CC1	6.8	-25.1	-2.4	.	.	17.2	.	6.3	-6.3
O=C(CCn1nnc2ccccc21)Nc1nnc(-c2ccccc2F)s1	-10.2	-2.7	31.3	248.2*	-0.8[fluorescence artefact?]	-9.0	9.9[fluorescence artefact?]	-1.3	-16.6
CC1CN(C(=O)N[C@@H](Cc2ccccc2)C(=O)O)CC(C)O1 (stereo partly drawn)	1.0	-2.4	0.3	108.9[fluorescence artefact?]	9.3[fluorescence artefact?]	-10.5	3.4	5.9	6.5
N#Cc1c(N)nc(SCc2ccccc2)c(C#N)c1-c1ccco1	11.1	9.0	0.9	213.2*	46.8[fluorescence artefact?]	-0.4	8.7[fluorescence artefact?]	15.8	-3.7
CN1C(=O)CC(Sc2ccccc2C(=O)O)C1=O (stereo not drawn)	0.5	.	.	88.7	-5.5	-11.3	-2.5	3.5	-8.3
CS(=O)(=O)c1cc([N+](=O)[O-])c(Sc2nc3ccccc3[nH]2)c([N+](=O)[O-])c1	0.2	1.8	-4.8	.	.	0.9	.	9.4	-13.9
O=C(O)c1cc(=O)c2cc(Cl)ccc2o1	2.5	-9.6	-1.3	.	.	1.8	.	5.0	-14.2
CC(C)N(C(=O)C1CC(=O)OC12CCCCC2)C(C)C (stereo not drawn)	-1.1	3.2	6.9	120.4	8.3	0.2	0.1	1.4	-16.7
CCC(Sc1nnnn1-c1ccccc1)C(=O)NC(C)c1ccccc1 (stereo not drawn)	-3.5	-3.8	3.3	104.8[fluorescence artefact?]	4.3	-7.1	4.7	2.6	-7.6
COC(=O)C1=C(C)N(C)C(C)=C(C(=O)OC)C1c1ccsc1	-0.4	-1.6	-2.2	86.2	-6.5	-34.1	-0.4	-3.8	0.9
CCOC(=O)c1c(NC(=O)CSc2nncn2C)sc(C)c1C	-1.5	-8.7	1.3	110.8	-7.2	-19.1	-5.3	8.2	-10.7
COC(=O)c1c(N2C(=O)CCC2=O)sc2c1CCCC2	-8.2	19.7	-3.8	98.2	-5.4	12.4	-3.3	3.5	-1.8
Nc1ccc2c(c1)ncn2CCCn1cnc2cc(N)ccc21	-0.1	10.2	0.4	122.7[fluorescence artefact?]	9.6	-12.9	4.8	4.6	20.9
CC1=CC(=O)C=CC1(C)C(Cl)(Cl)Cl (stereo not drawn)	2.7	.	.	103.4	3.3	7.5	-0.6	9.5	-6.2
COc1cccc(Cn2nnc(C(=O)Nc3cc(Cl)ccc3OC)c2N)c1	-0.6	-3.4	0.6	125.0[fluorescence artefact?]	3.6[fluorescence artefact?]	4.0	6.3[fluorescence artefact?]	11.7	-5.6
COc1ccc(C2=CC(c3c(C)nn(-c4ccccc4)c3Cl)n3nnnc3N2)cc1OC (stereo not drawn)	8.6	28.1	0.1	76.3[fluorescence artefact?]	-6.2	-22.8	-2.0	50.9*	-1.9
Cc1ccc(OCC(=O)Nc2ccc(Cl)cc2)c(-n2nc3ccccc3n2)c1	2.7	.	.	.	.	-9.7	.	10.1	-16.1
Cc1cccc(C(=O)Nc2ccc(C(=O)/C=C/c3cccs3)cc2)c1	2.4	8.3	-2.9	.	.	4.2	.	7.1	-9.2
CN1CCN(c2ccc([N+](=O)[O-])cc2NC(=O)c2ccccc2Cl)CC1	2.2	1.7	-0.6	.	.	-11.5	.	5.1	-5.9
CC(C)c1ccc(/C=C/C(=O)NNC(=O)c2cccnc2)cc1	-4.3	.	.	.	.	-12.3	.	0.6	-6.3
Cc1noc(C)c1C(c1ccccc1)c1ccccc1	0.6	-5.2	-5.9	.	.	0.7	.	9.5	-12.5
C=CCN1N=C(c2ccc(Cl)s2)CSC1=O	1.7	-5.4	-0.3	.	.	12.8	.	1.6	-6.5
S=C1NCCc2ccccc2C1c1ccccc1Cl (stereo not drawn)	-0.4	.	.	92.1[fluorescence artefact?]	-2.7	-25.0	-1.7	2.1	-11.0
CC1CCc2c(sc3nc(SCC(=O)NCc4ccco4)nc(N)c23)C1 (stereo not drawn)	2.0	-10.3	0.6	85.7[fluorescence artefact?]	16.4[fluorescence artefact?]	5.2	13.0	4.3	-1.2
COc1ccc(OCc2nc3ccccc3[nH]2)cc1	-0.2	16.0	-4.5	85.5	-10.4	32.4	-10.3	0.4	2.5
O=C1NC2=C(C(=O)c3ccccc32)C(c2ccccc2)N1 (stereo not drawn)	6.3	-1.2	5.2	120.0[fluorescence artefact?]	5.1	-7.3	-3.4[fluorescence artefact?]	16.1	-4.3
Cc1c(C(=O)N2CCCCC2)sc(NC(=O)c2ccco2)c1C#N	-1.4	.	.	105.4	-4.8	4.9	-17.5	-0.7	-7.4
O=C(CCCCCN1C(=O)c2ccccc2C1=O)NCCc1nc2ccccc2[nH]1	-1.7	-17.0	-2.9	102.4	20.0[fluorescence artefact?]	-4.2	37.1	4.2	-18.6
O=C(CCCn1c(=O)[nH]c2ccccc2c1=O)NC1CCCCCC1	-6.5	7.0	0.4	104.5	0.7[fluorescence artefact?]	-4.4	6.2[fluorescence artefact?]	2.0	-2.3
